# iPSC survival up – enhancers of single-cell hiPSC survival, primary screen, ATPlite luminescence. hit rate 0.044% among 360,000. survival enhancement, % at 20 µM. 100% = ROCK inhibitor wells, 0% = DMSO; in the data active = survival enhancement above about 18%;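 also: cells exposed to compounds for 16 hours before the ATP read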
# Peg3 promoter – Peg3 promoter-driven luciferase inhibitors, primary screen, cell-based, HeLa, luciferase luminescence; HeLa PEG-Prom luciferase reporter, overnight; inhibition, % at 20 µM; hit rate 1.7% among 360,000;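 active = inhibition of at least 50% at 20 µM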
# NR2E3 ag-1 – inhibitors of NR2E3-RetCOR corepressor binding, primary screen, NR2E3 agonist project, biochemical, TR-FRET, GST-NR2E3, biotin-RetCOR | Photoreceptor-specific nuclear receptor (Homo sapiens), Q9Y5X4 | 1536-well | inhibition of corepressor binding, % at 4.78 µM | hit rate 0.12% among 320,000 | AID 2300, 2010;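 active = percent inhibition above the cutoff of mean plus 3 SD of all tested compounds, set per screening campaign, cut at about 20% in these data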;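 also: 0% = DMSO wells and 100% = biotin wells as full block of FRET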
# Target sequence (Q9Y5X4 whole entry, looked up): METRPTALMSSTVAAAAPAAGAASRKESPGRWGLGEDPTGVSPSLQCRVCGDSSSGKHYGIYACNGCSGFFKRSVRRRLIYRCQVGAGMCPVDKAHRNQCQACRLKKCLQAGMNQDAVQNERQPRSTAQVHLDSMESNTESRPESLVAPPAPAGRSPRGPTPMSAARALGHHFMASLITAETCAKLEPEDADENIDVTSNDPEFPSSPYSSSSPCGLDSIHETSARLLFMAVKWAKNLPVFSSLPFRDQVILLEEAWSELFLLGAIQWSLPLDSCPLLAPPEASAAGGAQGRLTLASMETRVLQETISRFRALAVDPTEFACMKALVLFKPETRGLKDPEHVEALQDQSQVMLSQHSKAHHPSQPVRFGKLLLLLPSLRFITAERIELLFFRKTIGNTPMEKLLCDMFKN
#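 Assay system: NR2E3–RetCOR corepressor complex. Quantity: 1.35 nM GST-NR2E3. Buffer or medium: pH 7.5 Tris-based buffer. Reagent: biotinylated RetCOR corepressor at 7 nM final. Schedule: 5 h at 4 °C. Detection: TR-FRET, emission read at 617 and 671 nm. Replicates: one well per compound, singlicate testing.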
# LMP1 NFkB inh – EBV LMP1-driven NF-kappaB luciferase reporter inhibitors, primary screen, cell-based, luminescence, single point; LMP1-induced NF-kappaB luciferase reporter cells; hit rate 0.69% among 350,000; inhibition, % at 12.5 µM; in the data active = inhibition above about 41%;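 also: 0% = neutral control wells and 100% = reference inhibitor control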
# HIF-2a block – HIF-2a reporter inhibitors, primary screen, luminescence, 786-0 RCC cells; 786-0 RCC cells HIF-2a reporter, luciferase luminescence, overnight; hit rate 0.72% among 360,000; inhibition, % at 18.8 µM; AID 624352, 2012;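 active = inhibition of the luminescence signal of 40% or more relative to plate controls, in a single-dose primary screen at 18.75 µM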
# TRPM1 prom inh – inhibitors of MITF-dependent TRPM1 promoter reporter, primary screen, cell-based, SK-MEL-5, single point, luciferase; SK-MEL-5 TRPM1 promoter luciferase, 24 h; inhibition, % at 12.5 µM; hit rate 0.83% among 330,000;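 active = mean inhibition across replicates of 60% or more, whatever share of single replicates reaches that level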; also: values of inactives mirror those of a sister screen read the other way
# TRAIL sens C8 – viability loss with TRAIL in NB7+C8 cells, primary screen, TRAIL sensitizer project, cell-based, ATPlite luminescence; inhibition (viability loss, TRAIL sensitization), % at 10 µM; hit rate 1% among 360,000;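 active = compounds causing at least 50% loss of cell viability in the single-dose screen, relative to plate controls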
# Shn3 inh set2 – reduction of Shn3 3'UTR firefly luciferase signal, primary screen, Schnurri-3 inhibitor project, cell-based, Clone20 osteoblasts, set 2. Clone20 osteoblast Shn3 3'UTR firefly luciferase, 24 h. hit rate 0.52% among 360,000. inhibition, % at 12.5 µM. AID 588674, 2011;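 active = mean inhibition of at least 75% with every replicate also reaching 75%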;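 also: 0% = median of neutral control wells and 100% = pilot-screen positive control compound; some compounds past the cut are filed as inactive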
# KKLEB cytotox – cytotoxicity in KKLEB CF airway cells, primary screen, cytotoxicity control for CF NF-kB inhibitor project, cell-based, uHTS, fluorescence assay plates; KKLEB CF airway cells viability, ATPlite luminescence, overnight; hits give low values; cells stimulated with P. aeruginosa culture filtrate; hit rate 0.36% among 360,000; activity change (cytotoxicity), % at 5 µM;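 active = corrected activity change at or below -50% at 5 µM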
# CF NFkB block – inhibitors of PAF-induced NF-kB signaling, primary screen, cell-based, GFP fluorescence, uHTS; inhibition, % at 5 µM; hit rate 0.86% among 360,000; AID 588850, 2011; KKLEB NF-kB-GFP reporter, GFP fluorescence overnight;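 active = at least 50% inhibition at 5 µM, scaled per plate between neutral and stimulator controls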;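 also: PAF is a Pseudomonas aeruginosa culture filtrate used as stimulus; plate controls were PAF-stimulated DMSO wells for no effect and unstimulated DMSO wells for full effect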
# NR2E3 ag-2 – NR2E3 agonists in two-hybrid cells, primary screen, cell-based, luminescence, CHO-S, Gal4-NCOR/VP16-NR2E3; Photoreceptor-specific nuclear receptor (Homo sapiens), Q9Y5X4; luciferase; inhibition of corepressor binding, % at 3.98 µM; hit rate 0.35% among 360,000; AID 602229, 2012;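 active = inhibition above the mean of all tested compounds plus 3 SD, cut at about 70% in these data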;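 also: 0% = DMSO with NR2E3 transfected cells and 100% = cells lacking NR2E3 construct; higher means lower luciferase signal from less NR2E3 corepressor binding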
# An asterisk follows results filed as active; nt = not tested or not shown. These rows are one share of the data. The share of hits here may be higher or lower than overall.
SMILES,iPSC survival up,Peg3 promoter,NR2E3 ag-1,LMP1 NFkB inh,HIF-2a block,TRPM1 prom inh,TRAIL sens C8,Shn3 inh set2,KKLEB cytotox,CF NFkB block,NR2E3 ag-2
OCCN(Cc1cccnc1)Cc1ccccn1,1.0,-24.4,nt,-1.7,6.4,17.0,0.7,-2.3,-4.0,-6.9,4.5
COc1ccccc1NC(=O)/C=C/c1ccc(OC)c(S(=O)(=O)N2CCOCC2)c1,0.8,-18.1,1.2,1.7,-12.6,-2.7,-17.2,0.1,13.1,-11.8,-6.8
CN1CCC(N(C)S(=O)(=O)c2ccc(F)cc2F)CC1,-0.2,-1.0,0.0,-2.1,7.3,2.7,-6.9,-7.5,6.8,-14.7,-12.0
O=C(Nc1ccc(C(=O)N2CCOCC2)cc1)c1ccc([N+](=O)[O-])cc1,-0.5,4.8,4.8,-5.6,11.4,8.4,7.4,-7.0,-5.2,-12.4,-11.1
O=C(Nc1cnn(Cc2ccc(Cl)c(Cl)c2)c1)C12CC3CC(CC(C3)C1)C2,-1.4,13.7,2.8,2.2,10.3,8.6,7.7,19.5,-2.4,0.2,7.7
COc1ccccc1C(=O)NCC1(c2ccccc2)CCCC1,-0.5,11.9,-3.1,-2.5,15.1,10.4,4.3,18.4,-4.4,7.6,10.7
COc1cc(OC)c2ccc(=O)oc2c1C(CC(=O)N1CCCC1)c1ccc2c(c1)OCO2 (configuration not stated),-0.8,11.5,1.9,6.6,10.2,3.7,-10.3,-7.9,-23.3,28.1,-14.3
Cc1cc(=O)oc2cc(OCC(=O)NCCCn3ccnc3)ccc12,-0.6,2.9,-1.4,nt,11.8,-13.7,-20.0,2.4,15.9,-44.9,-13.9
COc1cccc(NC(=O)CN(C)C(=O)c2c(C)nn(CC(C)C)c2Cl)c1,-0.2,4.0,0.5,-3.3,-6.0,-0.8,-4.3,13.0,7.9,-4.9,-2.9
Cc1ccc(NC(=S)NCCO)c(C)c1,4.2,2.0,2.6,-4.5,11.1,-6.2,-4.9,-2.6,9.5,-3.5,15.6
CCCCS(=O)(=O)N1C2=NC(C(=O)OC)=C(C(=O)OC)[C@@H]3N(C)c4ccc(OC)cc4[C@]23C[C@H]1C(=O)OC,-1.0,-2.1,4.1,0.9,9.6,4.0,0.0,22.3,7.7,-16.0,-21.7
Cc1ccc(CNC(=O)c2ccc3c(c2)S(=O)(=O)c2ccccc2C3=O)o1,1.4,13.0,4.2,-2.5,-6.9,-10.8,-16.4,-5.4,9.6,-3.1,15.2
O=C(NNC(=O)c1ccccc1Br)c1ccccc1Cl,-1.1,-32.8,1.3,-10.4,-41.3,-0.9,3.1,-6.8,0.7,-2.0,-35.1
COCCNc1nc(N)c([N+](=O)[O-])c(Nc2ccc(F)cc2)n1,0.1,35.8,nt,-3.9,11.2,-4.5,7.4,-0.6,-5.2,-2.3,-3.2
COc1ccc(NCC(=O)N/N=C/C=C\c2ccccc2)cc1,-0.8,-77.8,-1.4,-9.9,-85.4,-6.6,5.2,-14.4,4.4,-4.7,-16.7
O=C(CNC(=O)c1ccncc1)N/N=C/c1cccc([N+](=O)[O-])c1,-0.8,-10.1,0.1,-2.9,16.7,-8.8,-4.7,13.5,3.8,1.3,-7.3
COc1cc(Cl)c(C)cc1NC(=O)CN1C(=O)C2CC=CCC2C1=O (configuration not stated),2.5,18.5,nt,-3.0,3.5,6.1,6.5,-0.4,1.1,-1.0,13.2
Cc1[nH]n(C(C)(C)C)c(=O)c1Sc1ccccc1,3.8,9.8,-0.5,-4.4,18.8,5.5,-0.8,-33.9,2.0,12.5,-1.1
O=S(=O)(O)c1ccc(SCc2ccccc2)nc1,0.7,12.1,1.6,0.2,18.8,8.3,-12.8,-11.3,11.6,-2.7,-25.5
O=C(NCCCn1cccn1)C1CCC(=O)N(Cc2cccc(C(F)(F)F)c2)C1 (configuration not stated),-0.6,4.9,3.2,-12.5,14.5,1.1,3.0,-1.1,-19.7,12.3,-1.1
CCC(c1nnnn1Cc1ccc2c(c1)OCO2)N1CCN(c2ccc(F)cc2)CC1 (configuration not stated),-1.8,37.5,0.7,-0.6,17.5,-3.2,-14.1,-1.6,-6.8,17.6,-1.3
C=CCC[C@@H](Cc1ccc(F)cc1)C(=O)OC[C@@H](Cc1c[nH]c2ccccc12)NC(=O)[C@@H](CC=C)CC(=O)N(CCO)Cc1ccccc1,-1.0,37.9,nt,1.7,-1.2,16.2,17.3,-1.8,7.6,16.4,-31.8
Cn1cccc1CNCc1ccccc1Cl,-1.9,3.2,3.5,-6.6,0.5,-26.7,-9.7,2.3,-15.8,8.6,-5.9
CCOc1ccccc1/C=C(\C#N)C1=CCCC1,0.6,-4.1,-2.5,3.5,12.6,-2.2,-6.2,-9.2,-5.3,3.2,-54.8
C/C(=C\c1ccc2c(c1)OCO2)C1Nc2cccc3cccc(c23)N1,3.1,-63.5,0.5,2.0,-20.9,-3.8,3.6,26.9,13.0,-23.1,-10.6
# Additional compounds follow.
SMILES,iPSC survival up,Peg3 promoter,NR2E3 ag-1,LMP1 NFkB inh,HIF-2a block,TRPM1 prom inh,TRAIL sens C8,Shn3 inh set2,KKLEB cytotox,CF NFkB block,NR2E3 ag-2
O=C(CC(=O)NC1CCCCC1)N/N=C/c1ccccc1Cl,-2.7,1.5,-2.3,4.6,5.4,12.0,-0.1,22.5,14.2,10.0,-3.1
COc1ccccc1NC(=O)COC(=O)c1cc2c(s1)CCC2,0.5,-15.9,nt,2.3,-13.3,-5.8,0.8,-5.6,-9.6,-3.3,-36.7
COC(=O)c1cc(C)nc(Nc2nc(C(N)Cc3ccc(Cl)cc3)cs2)n1 (configuration not stated),-2.4,-15.0,nt,nt,4.1,nt,1.6,6.3,-36.6,40.4,-6.7
Cc1ccc(C(=O)NCC(=O)NC23CC4CC(CC(C4)C2)C3)cc1,-0.3,-147.8,0.5,-17.7,-170.2,-14.9,-9.8,-59.3,-7.4,7.1,-41.3
CC1(C)C2CCC1(C)C(NC(=O)/C=C/c1ccccc1)C2 (configuration not stated),1.4,-25.8,-1.2,1.6,-38.2,1.7,2.1,0.9,9.1,20.3,-7.9
CCOC(=O)c1ccc(NC(=O)c2nc[nH]c2C(=O)N2CCC(C)CC2)cc1,-3.1,-1.3,2.4,5.4,-3.2,2.0,-10.4,-9.3,-7.1,7.9,-19.2
Cn1nc(C(=O)NCCc2ccc3c(c2)OCCO3)c2ccccc2c1=O,-0.5,0.3,nt,-7.6,-24.8,-1.1,-8.4,-3.9,-1.3,-20.0,16.5
O=S(=O)(c1ccc(NC2CCCCC2)cc1)N1CCOCC1,4.2,26.5,-2.3,-8.7,16.2,12.1,-2.6,10.6,-1.0,2.9,26.8
Cc1ccc(N2CCN(CC(O)COC3CCCCC3)CC2)cc1 (configuration not stated),-1.5,10.3,-1.3,11.9,6.9,-6.5,14.1,17.7,-5.0,5.2,6.8
CC(Sc1nc(N)cc(=O)[nH]1)C(=O)NCC(=O)Nc1ccc(F)c(F)c1F (configuration not stated),4.0,9.7,-0.6,2.9,1.9,6.4,-5.6,-0.7,3.7,-2.6,1.9
Cc1nnc(NC(=O)CSc2nnc(Cc3cccn3C)n2C)s1,-0.5,5.4,0.4,-9.9,0.0,nt,-12.9,-7.2,-17.0,17.9,16.8
Cc1ccc(C(=O)/C=C/Nc2cccc(O)c2)cc1,-2.6,-160.6,2.3,10.1,-225.3,0.3,83.0*,5.1,-35.2,-16.2,-141.7
O=C(c1ccc2c3n(nc2c1)-c1ccccc1CO3)N1CCCCC1,-1.5,-107.5,0.5,11.6,-135.8,-18.9,70.3*,-34.9,-35.5,-15.7,-105.1
CCN(CC)CCNC(=O)c1ccc(NC(=O)/C=C/c2ccc3ccccc3n2)cc1,-0.5,2.4,nt,15.2,6.9,29.3,11.1,-57.7,-7.7,9.4,-34.6
CC(=O)c1c(O)c2ccccc2n(C2CCCCC2)c1=O,-0.2,18.1,10.9,13.0,19.4,6.8,-9.1,17.3,0.5,48.8,-23.2
Cc1cc(=O)[nH]c(SCC(=O)NN(c2ccccc2)c2ccccc2)n1,0.3,-7.2,1.0,-0.9,5.5,-4.8,-5.4,-13.6,-0.7,-7.3,0.8
CC(C)N1C(=O)S/C(=C/c2cccnc2)C1=O,-0.8,23.1,-3.9,6.0,0.4,-10.8,-3.1,0.1,5.6,-23.7,-20.2
Cc1cccn2c(=O)c3cc(C(=O)NCCCOC(C)C)sc3nc12,-0.2,-0.8,-2.9,-0.2,-64.4,1.2,-9.1,-24.2,6.9,-0.1,-26.2
CCOC1=NC(=C(c2ccccc2)c2ccccc2)OC1=O,-0.9,8.5,nt,4.8,2.2,1.2,2.2,2.7,1.7,15.3,10.4
COc1cccc(CC(=O)Nc2nc(-c3ccc(F)c(F)c3)cs2)c1,0.8,-24.2,0.8,-0.1,-65.1,0.0,-4.3,35.8,6.8,-10.7,0.9
CC1C(=O)N(Cc2cccc(F)c2)c2ccccc2N1C(=O)c1ccccc1 (configuration not stated),0.0,22.8,-1.2,1.7,27.6,8.8,7.9,52.7,1.7,16.2,2.1
CC(=O)Nc1cccc(NC(=O)C2CCCN2C(=O)Nc2ccc(C)cc2)c1 (configuration not stated),0.8,13.2,1.6,12.5,11.4,0.5,1.1,1.7,0.0,-2.4,-14.3
CN(C(=O)COC(=O)c1ccc(-c2ccc(O)cc2)cc1)C1CCS(=O)(=O)C1 (configuration not stated),0.8,-17.3,1.4,-5.2,-9.6,-1.7,1.6,-4.6,13.0,-9.8,-12.7
Cc1cc(C(=O)N2CC(C)CC(C)C2)c(C)o1 (configuration not stated),-0.3,-2.9,1.7,6.6,4.2,-0.1,-19.0,-4.8,4.0,9.1,-32.7
CN(C)C(=O)N1CCCC(C(=O)NCc2ccccc2Cl)C1 (configuration not stated),-0.4,9.0,0.7,-3.8,18.7,0.7,-14.3,8.4,5.2,-10.7,0.9
CC1CCCCC1NC(=O)CN1CCC(NC(=O)C(C)(C)C)CC1 (configuration not stated),-0.5,13.5,nt,3.4,4.7,nt,-12.9,-4.4,-5.8,28.9,-9.2
CC1CCN(C(=O)C2CCN(S(=O)(=O)c3cccc4nsnc34)CC2)CC1,-1.0,6.8,2.7,-1.6,16.2,-6.0,-1.4,-1.8,6.2,-11.4,-18.7
O=C(COc1ccccc1Cl)Nc1cc(NC(=O)COc2ccccc2Cl)cc(C(=O)O)c1,0.3,-22.4,nt,-35.2,4.4,2.2,-8.6,-8.0,-3.2,1.6,9.9

# Screens deposited in PubChem by several laboratories.
